# KDM5B inhibitor – KDM5B demethylase inhibition; 220,000 compounds, 2.6% hits; Q9UGL1; KDM5B demethylase, FDH-coupled NADH fluorescence (FDH is formaldehyde dehydrogenase); AID 1347165; Potency, µM (doses to about 57.7 µM), for inactives: top-dose activity change, negative = inhibition, hits mostly inhibitors; active = well fitted inhibition curve with a large enough effect; inconclusive = small, poorly fitted or top-dose-only effect; inactive = no such curve, though single readings can be large or run the other way; also: 0% is about no effect; nearly all actives have a fitted effect of over 70% in size
#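 Measured: NADH fluorescence change, 30 min, RT. System: KDM5BΔAP 200 nM final, H3K4me3 peptide, α-KG, Fe(II), ascorbate, NAD⁺ plus FDH, pH 7.5 HEPES. Compounds: titrated, 10 min pre-incubation with enzyme.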
# Numbers without * were called inactive; i = inactive; u = inconclusive; [ ] = remark or other dose. Potency is read from the fitted curve at half-maximal effect. The list is partial (hit frequency here may not be typical).
KDM5B inhibitor | Structure
-5.4% | CSc1ccc(C(C(=O)O)N2CCN(Cc3csc(C)n3)CC2)cc1 (stereo unspecified)
-14.1% | Cc1ccc(-n2c(C3CCN(C(=O)COc4ccc(Cl)cc4)CC3)n[nH]c2=O)cc1
1.9% | O=S1(=O)c2ccccc2-c2c(nnn2CC2CCCCC2)CN1C1CC1
-4.4% | N#Cc1ccc(C(=O)NC2CCN(c3cc(-c4ccc(Cl)cc4)[nH]n3)CC2)cc1
-3.0% | CCC[C@H]1CN(C(C)=O)C[C@@H]1NC(=O)c1ccc(N2CCCC2=O)cc1
16.4% | C=CCn1c(N2CCN(Cc3ccc(Cl)cc3)CC2)nc2c1c(=O)[nH]c(=O)n2C
-18.5% | O=C(NC[C@H]1O[C@@H](CC(=O)N2CCN(c3ccccc3)CC2)[C@H](O)[C@@H]1O)Nc1cccc(F)c1
2.3%[86.2 µM] | CC(C)CN1CCCC(c2nc3ccc(F)cc3c(=O)[nH]2)C1 (stereo unspecified)
22.4% | CSc1nnc2n(-c3ccc(C)cc3)c(=O)c3c4c(sc3n12)COC(C(C)C)C4 (stereo unspecified)
19.4% | Cc1cc(NC(=O)Cn2nc([N+](=O)[O-])c(Br)c2C)no1
2.1% | COc1ccc(C(=O)N2CCCCC2c2nc(CCOc3cccc(C)c3)no2)cn1 (stereo unspecified)
9.4% | CCc1ccc(-c2nnn(CC(=O)c3ccccc3F)n2)cc1
1.1% | Cc1ccc(CNC(=O)C2CCN(S(=O)(=O)c3ccc4c(c3)CCCN4C(=O)C3CCC3)CC2)cc1
-3.4% | O=C(Nc1ccc(F)cc1)c1nnc(CSCC(=O)N2CCN(c3ccccc3)CC2)s1
-10.6% | COC(=O)c1c(NC(=O)c2cccc(C)c2)sc(C(=O)Nc2ccccc2)c1C
-15.4% | COCCOc1ccc(C(=O)N[C@@H]2CN(C(=O)Nc3cccc(OC)c3)CCC[C@H]2O)cc1
-24.0%[86.2 µM] | COC(=O)CN1C(=O)[C@@H]2C[C@@H](O)CN2C2(CN(C3CCN(C)CC3)C2)C1=O
18.1% | Cc1cc(C)cc(NC(=S)NCCc2ccccc2)c1
2.6% | COCc1cccc(C(=O)N2CC[C@@]3(O)CCN(S(C)(=O)=O)C[C@H]3C2)n1
-0.4%[86.2 µM] | Cc1nnc(-c2cc(-c3cccc([S+](C)(=O)[O-])c3)ccn2)n1CCc1ccccc1
-1.3% | CCCCn1c(N)c(N(CC)C(=O)c2cccc(F)c2)c(=O)[nH]c1=O
-22.7% | COC(=O)c1c(-c2ccc(Cl)cc2)noc1N1CCN(c2ccccc2F)CC1
13.3% | CC(C)(CNC(=O)NC1CCCC1)C(N)=O
22.8% | O=C1CCCCC(Cc2ccccc2)(C(=O)NCc2ccc(F)cc2)N1 (stereo unspecified)
2.4% | COc1ccc(CNC(=O)CCn2ccn3nc4c(c3c2=O)CCCC4)c(OC)c1
7.3% | COc1cc(-c2nnc3n2C(C)(C)Cc2cc(C)c(C)cc2-3)cc(OC)c1OC
7.8% | S=c1[nH]nc(-c2n[nH]c3c2CCC3)n1/N=C/c1cccc2ccccc12
-17.2% | O=C(Nc1ccc2c(c1)CN(Cc1ccc3c(c1)OCO3)C(=O)CO2)c1ccc(F)cc1
u | COCCNc1nc2cc(C(=O)N3CC[C@H]4CNC[C@H]43)ccc2n1C
2.0% | CCOc1ccc(N(CC(=O)N/N=C(\C)c2cccc(NC(C)=O)c2)S(=O)(=O)c2ccccc2)cc1
-3.8% | CCC(=O)N1CCc2c(C(=O)NCc3cccnc3)cccc21
-10.0% | CCOC(=O)c1c(C)[nH]c(C)c1S(=O)(=O)N1CCCC(C(=O)Nc2ccc(C)cn2)C1 (stereo unspecified)
-1.0% | COCC(=O)N[C@@H]1CN(Cc2ccc(OC)cc2OC)C[C@H]1CO
22.8% | CCCOc1ccc(/C(O)=C2/C(=O)C(=O)N(CCN3CCOCC3)C2c2ccccc2)cc1 (stereo unspecified)
u | Cc1nn(CCC(=O)Nc2c(Cl)cccc2Cl)c(=O)c(C#N)c1C
-18.1%[86.2 µM] | COc1ccc2nc([C@H]3CCN(C(=O)COCC(=O)O)C3)[nH]c2c1

# 2 entries from above, field by field:
CCCCn1c(N)c(N(CC)C(=O)c2cccc(F)c2)c(=O)[nH]c1=O
  KDM5B inhibitor: -1.3%
COC(=O)c1c(-c2ccc(Cl)cc2)noc1N1CCN(c2ccccc2F)CC1
  KDM5B inhibitor: -22.7%

# A draw from above in order of SMILES length, ascending:
KDM5B inhibitor | Structure
-3.8% | CCC(=O)N1CCc2c(C(=O)NCc3cccnc3)cccc21
u | Cc1nn(CCC(=O)Nc2c(Cl)cccc2Cl)c(=O)c(C#N)c1C
7.3% | COc1cc(-c2nnc3n2C(C)(C)Cc2cc(C)c(C)cc2-3)cc(OC)c1OC
-10.0% | CCOC(=O)c1c(C)[nH]c(C)c1S(=O)(=O)N1CCCC(C(=O)Nc2ccc(C)cn2)C1 (stereo unspecified)

# Next part:
KDM5B inhibitor | Structure
-17.1% | Cc1c(C(=O)NC2=NCCS2)oc2c(Cl)cccc12
4.0% | CSc1ncc(Cl)c(C(=O)Nc2cc(C(F)(F)F)ccc2Cl)n1
u | COc1ccc(/C(C)=N/NC(=S)NCCc2ccccc2)c(O)c1
-4.7% | CC(C(=O)Nc1ccc(F)cc1)N(C)Cc1ccc2c(c1)OCCO2 (stereo unspecified)
-22.1% | COC(=O)c1ccc(NC(=O)CCc2c(C)nc3cc(-c4cccc(F)c4)nn3c2C)cc1
20.8% | O=C(Nc1nnc(C(F)(F)F)s1)C1CCN(C(=O)c2ccccc2Cl)CC1
u | Fc1ccc(CN2CCNc3cc(Nc4ccccc4)ncc3C2)cc1F
-23.6% | COc1ccc(OCc2nc(C3CN(C(=O)CCCc4ccccc4)C3)no2)cc1
3.3% | CC(Oc1ccc(F)c(F)c1)C(=O)NCCC(=O)N1CCCCC1 (stereo unspecified)
-6.2% | Cc1ccccc1Cn1cc(CN2[C@H](Cc3ccccc3)COc3cc(Br)ccc3S2(=O)=O)nn1
19.5% | O=C(O)c1cccc(Br)c1
u | CCOc1ccc2c(n1)CCN(C(=O)c1ccccc1C)C2
i | COCCCn1c(=N)c(C(=O)NCc2cccnc2)cc2c(=O)n3cc(C)ccc3nc21
-1.4%[86.2 µM] | Cc1ccccc1NC(=O)c1cnc2c(c1)N(C(=O)CCc1ccccc1)CCC2
-26.9% | CCC(CC)COC(=O)C(C#N)c1nc2ccccc2nc1N1CCN(CC)CC1 (stereo unspecified)
u | COc1ccc(N(Cc2ccccc2)C(=O)c2nc(SC)ncc2Cl)cc1
10.7% | CCOC(=O)CNC(=O)c1cccnc1Oc1ccc(Cl)cc1
28.2µM* | CN(C)Cc1nnc(C2CC(Nc3cncc(C(=O)N(C)C)n3)C2)n1C (stereo unspecified)
0.2% | CCOc1ccccc1NC(=O)Cn1ncc2c([nH]c3ccccc32)c1=O
-8.2% | COc1ccc(CNC(=O)N2CCC[C@H]2C(=O)N2CCCCCCNC(=O)CC2)cc1
38.6%[activator] | CN(Cc1cc(C2CC2)n[nH]1)C(=O)C(c1ccc(F)cc1)N(C)C (stereo unspecified)
-10.5% | Cc1ccc(S(=O)(=O)c2nc(-c3ccccc3)oc2N2CCN(c3ccccc3)CC2)cc1
11.9% | Cc1ccc(C(=O)N2CCCC(C(=O)NCc3ccccc3)CCNC(=O)CC2)s1 (stereo unspecified)
u | O=C1CCCC2=C1C(c1ccccc1)C=C1c3cc4c(cc3CCN12)OCCCO4 (stereo unspecified)
-15.8% | CCOc1ccc2nc(NC(=O)c3cc(=O)c4cc(C)cc(C)c4o3)sc2c1
u | O=C(NCCn1cccc1-c1nc(-c2ccc3c(c2)OCO3)no1)c1ccc(Cl)cc1
-145.6% | Cc1cc(C)cc(-n2c(SCC(=O)Nc3ccccc3)nc3c(oc4ccccc43)c2=O)c1
2.6% | O=C(c1cnccn1)N1CCC(Oc2cccnc2)C1 (stereo unspecified)
-16.9% | CCNC(=O)c1cccc(NC(=O)c2cc(=O)c3ccccc3o2)c1
-23.3% | CN(Cc1ccc(-c2ccccc2)cc1)C(=O)Nc1ccc(Cl)cc1
-2.6% | CCOCCOC1CCN(C(=O)c2ccccc2OC)CC1
6.9% | COc1cccc(NC(=O)c2sc3nc(C)c(C(=O)Nc4ccc(Cl)cc4)c(-c4ccc(Br)cc4)c3c2N)c1
-6.4%[86.2 µM] | Cc1nnc(-c2cc(-c3cccc(O)c3)ccn2)n1CCc1ccccc1
-18.9% | Cc1ccc(-n2ncc(C(=O)NCc3cccs3)c2C2CCN(C(=O)OC(C)(C)C)CC2)cc1C
-0.4% | Cc1cnc(CCNC(=O)Cc2ccncc2)n1CC1CC1
u | CN(C)c1ccc(CN2CC[C@H](c3nc4cc(Cl)ccc4o3)C2)cc1
u | CCc1ccc(NC(=O)N2CC=C(c3c[nH]c4ccccc34)CC2)cc1
20.6% | O=C(Nc1cccnc1Oc1ccccc1)c1cccc(Cl)c1Cl
u | Cc1ccc(C)c(N2N=C(C(=O)Nc3cccc(S(=O)(=O)N4CCCCC4)c3)CCC2=O)c1
19.7% | O=C(NCc1ccccc1)C1(CCO)CC12CCOCC2 (stereo unspecified)
14.0% | CN1C[C@]2(C=C3CCCCC3n3c(=O)n(-c4ccccc4)c(=O)n32)N=C1NC(=O)c1ccccc1 (stereo partly specified)
-21.6%[86.2 µM] | COCCCNC(=O)c1cnc2c(c1)N(C(=O)Cc1cn(C)c3ccccc13)CCC2
18.6% | Cc1cccc(C)c1NC(=O)CCc1c[nH]c2ccccc12
19.4% | CC(CCc1ccccc1)NC(=O)CCC(=O)NC12CC3CC(CC(C3)C1)C2 (stereo unspecified)
8.2% | O=C(CC1NCCNC1=O)OC1CCCCC1 (stereo unspecified)
31.6µM* | Cc1nnc(-c2cc(Nc3cccc(N(C)C)c3)ccn2)n1Cc1ccccc1
-33.1% | Cc1ccccc1S(=O)c1ccccc1C(=O)O (stereo unspecified)
20.7% | COc1ccc(CNC(=O)COc2ccc3c(C(F)(F)F)cc(=O)oc3c2)cc1
-5.3% | CCC(C)c1ccc(NC(=O)COc2ncnc3ccccc23)cc1 (stereo unspecified)
-4.1% | Cc1cc(C)n(C(C)CC(=O)Nc2ccc(C)c(N(C)C)c2)n1 (stereo unspecified)
-11.4% | CCOC(=O)c1c(S(=O)(=O)N2CCCC(C(=O)Nc3cc(C)ccc3OC)C2)c(C)n(C)c1C (stereo unspecified)
-27.0% | Cn1cnc2c1c(=O)n(CCCN1CCCCCC1)c(=O)n2C
-6.0% | Cc1ccc(C(=O)NCC(c2ccc3c(c2)OCO3)N2CCOCC2)cc1 (stereo unspecified)
u | Cc1cccc(NC(=O)N2CCN(C)c3ncccc32)c1C
-4.4% | O=C([C@@H]1C[C@H](F)CN1C(=O)Nc1ccccc1C(F)(F)F)N1CCCCC1
-44.2% | O=C(CN1C(=O)CC(c2ccco2)Sc2ccccc21)Nc1ccc(C(F)(F)F)cc1 (stereo unspecified)
u | CN1CCc2c([nH]c3ccccc23)C12CCN(C(=O)c1cccn1C)CC2
3.8% | COc1ccc(NS(=O)(=O)c2ccc(C(=O)OC(C)C(=O)N3CCOCC3)cc2)cc1 (stereo unspecified)
u | COc1ccc(C(=O)NC2CCN(c3cc(-c4ccc(OC)cc4)[nH]n3)CC2)cc1
-29.5% | O=C(NCCc1ccccc1)c1ccc2c(c1)N(Cc1ccc(Cl)cc1)C(=O)CS2

# The last four records of the section before lead into the next:
KDM5B inhibitor | Structure
u | CN1CCc2c([nH]c3ccccc23)C12CCN(C(=O)c1cccn1C)CC2
3.8% | COc1ccc(NS(=O)(=O)c2ccc(C(=O)OC(C)C(=O)N3CCOCC3)cc2)cc1 (stereo unspecified)
u | COc1ccc(C(=O)NC2CCN(c3cc(-c4ccc(OC)cc4)[nH]n3)CC2)cc1
-29.5% | O=C(NCCc1ccccc1)c1ccc2c(c1)N(Cc1ccc(Cl)cc1)C(=O)CS2
-4.3% | O=C(CC1CC1)N1CC(F)(F)C[C@H]1c1nc(-c2ccncc2)no1
u | COc1ccc(CC(=O)N2CCCN(c3cc(-c4ccccc4)[nH]n3)CC2)cc1OC
15.6% | Cc1nn(CCC(=O)Nc2ccccc2Cl)c(=O)c(C#N)c1C
-0.3% | O=C(c1ccccc1Oc1ccccc1)N1CCC(c2nc3ccccc3o2)CC1
i | COc1cc(OC)c2c(C)c(CC(=O)Nc3cccc(F)c3)c(=O)oc2c1
u | COc1ccc(-c2nc3scc(CCNS(=O)(=O)c4ccc(C)cc4)n3n2)cc1
2.1% | Cc1ccc(NC(=O)c2nn(Cc3ccccc3)c(=O)c3ccccc23)cc1Cl
u | Cc1cc(C(=O)N2CCC(F)CC2)c2c(C3CCNC3)noc2n1 (stereo unspecified)
-28.9% | Cc1ccc(S(=O)(=O)c2cc3cc(C(=O)Nc4ccc(C)cc4C)ccc3oc2=O)cc1
-0.4% | CCOc1ccc(C2CCCN2S(=O)(=O)Cc2ccc(F)cc2)cc1 (stereo unspecified)
20µM* | O=C(Cn1ccn2nc(-c3ccccc3)c(CO)c2c1=O)Nc1ccccc1C(F)(F)F
5.4% | CN(CC1CCOCC1)C(=O)Cc1cccc(Cl)c1
20.5% | Cc1ccc(C(=O)NCCONC(=O)c2ccc(C)cc2)cc1
9.1% | COC(=O)C1CN(C2CC2)CCS(=O)(=O)N1Cc1cn(Cc2ccc(Cl)cc2)nn1 (stereo unspecified)
u | COc1ccccc1-c1onc(C)c1C(=O)NCc1ccccc1Cl
u | CCCCCC(=O)N1CCC(O)(c2csc(CN3CCc4ccccc4C3)n2)CC1
u | O=C(O)CCCCCNC(=O)OCC1c2ccccc2-c2ccccc21
-29.9% | CCOc1cccc(-c2nc(C(=O)NCCOC)cs2)c1
4.3% | COc1cccc(CC(=O)NCCc2ncc(C)n2CC2CC2)c1
u | CCc1ccccc1Nc1nn2c(=O)c3ccc(C(=O)NCc4cccs4)cc3nc2s1
u | COc1ccccc1NC(=O)C1=C(C)Nc2nc(SCc3ccc(Cl)cc3)nn2C1c1ccccc1Cl (stereo unspecified)

# Screening data: PubChem, National Center for Advancing Translational Sciences (NCATS)
